Bioassay records: PubChem, National Center for Advancing Translational Sciences (NCATS)
TDP-43 yeast inh – TDP-43 toxicity inhibition in yeast; TDP-43 expressing yeast growth rescue, BacTiter-Glo, 24 h; Potency, µM (top dose mostly 46.1 µM), inactives show at the top dose growth rescue (activation), most hits filed as activators; hit rate 1.8% among 410,000; AID 652104; also: potency is read from the fitted curve at half-maximal effect; % of control where 0% means no effect; nearly all actives have a fitted effect of over 50% in size
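Yeast cells expressing TDP-43 under galactose induction are exposed to compounds for 24 hr at 30 deg C. BacTiter-Glo luminescence measures growth, so protective compounds score as activators.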
FUS suppressor – FUS proteinopathy suppression in yeast; S. cerevisiae FUS-expressing, growth rescue, OD600, 24 h; Potency, µM (titrated, usually from 76.6 µM), inactives show at the top dose growth rescue (activation), hits mostly activators; hit rate 0.24% among 390,000;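 also: potency is read from the fitted curve at half-maximal effect; plate controls were DMSO vehicle for no effect and reference control for full effect; nearly all actives have a fitted effect of over 55% in size; some results filed as inactive show a strong effect at the top dose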
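Yeast expressing FUS under galactose induction, OD 0.005 in 2% galactose medium; compounds in a dilution series, 24 h at 30C. Growth rescue by absorbance at 600 nm; CP55940 positive control, DMSO negative.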
Mm-Cpn inhibitor – M. maripaludis TRiC chaperonin inhibition; purified Mm-Cpn ATPase, ADP Transcreener TR-FRET; Potency, µM (doses to about 76.9 µM), without a hit: at the highest dose activity, negative = inhibition, most hits filed as inhibitors; hit rate 0.031% among 330,000; AID 504842; also: potency is read from the fitted curve at half-maximal effect; % is scaled to controls: 0 for no effect and ±100 for the full control effect; nearly all actives have a fitted effect of over 80% in size
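Eu-cryptate anti-ADP/ADP-d2 competition gives a ratio inversely related to ADP. Enzyme at 25 nM was pre-exposed to compound for 10 min, then given 10 uM ATP for 30 min, 37°C throughout.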
GLP1R inv ag – acts as inverse agonist at human GLP-1 receptor | P43220 | HEK293 GLP-1R CRE-luciferase, luminescence, 24 h; GLP-1R form is constitutively active | Potency, µM (doses to about 38.3 µM), for inactives: at the top dose activity change, negative = inhibition, hits mostly inhibitors | hit rate 1.6% among 410,000; also: potency is read from the fitted curve at half-maximal effect; % is scaled to controls: 0 for no effect and ±100 for the full control effect; nearly all actives have a fitted effect of over 55% in size
Target sequence (P43220 whole entry, looked up): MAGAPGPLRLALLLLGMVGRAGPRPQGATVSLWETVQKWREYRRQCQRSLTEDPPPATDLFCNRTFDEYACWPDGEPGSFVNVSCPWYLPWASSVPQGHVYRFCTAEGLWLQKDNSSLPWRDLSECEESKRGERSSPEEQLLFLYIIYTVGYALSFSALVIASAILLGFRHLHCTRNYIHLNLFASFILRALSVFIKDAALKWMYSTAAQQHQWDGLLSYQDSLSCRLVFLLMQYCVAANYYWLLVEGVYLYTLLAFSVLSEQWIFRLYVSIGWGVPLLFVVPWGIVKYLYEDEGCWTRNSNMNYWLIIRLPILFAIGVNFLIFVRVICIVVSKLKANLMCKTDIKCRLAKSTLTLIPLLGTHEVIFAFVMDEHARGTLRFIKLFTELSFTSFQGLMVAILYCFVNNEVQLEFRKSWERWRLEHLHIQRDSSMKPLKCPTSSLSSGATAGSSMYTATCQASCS
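HEK293 cells stably co-expressing a cAMP-responsive luciferase reporter and constitutively active GLP-1R were seeded, incubated 12 h, then exposed to compounds for 24 h at 37 C. Luminescence was read 12 min after detection reagent; inverse agonists lower signal.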
pAkt inh – blocks phosphorylation of Akt. Neuro2A IGF-stimulated pAkt S473 HTRF, 20 min; stronger effect = lower value. activity change, % for hits at 50 µM. hit rate 0.32% among 360,000. AID 651550; in the data active = activity change below about -80%; inconclusive = mostly about -51% to -80%; also: % is scaled to controls: 0 for no effect and ±100 for the full control effect
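Neuro2A cells (4,500/well, DMEM with 0.5% FBS) were treated with compound at a single 50 µM final concentration, stimulated with 6 nM IGF for 20 min at 37 °C, and lysed. Phospho-Akt Ser473 was read by HTRF as 665/615 ratio ×10^4.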
HEK293 tox – cytotoxic in the GLP-1 receptor inverse agonist counter-screen; HEK293 cAMP-luciferase reporter cells, luminescence, 24 h; Potency, µM (doses to about 38.3 µM), for inactives: at the highest dose activity change, negative = inhibition, usual class: inhibitors; hit rate 0.13% among 410,000;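 also: loss of luciferase light is scored as toxicity; potency is read from the fitted curve at half-maximal effect; % is scaled to controls: 0 for no effect and ±100 for the full control effect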
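To flag toxic compounds, the library was rerun on cells for 24 hr at 37 deg C and 5% CO2. Viability-linked luminescence was captured 12 min after adding luciferase detection reagent.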
aSyn yeast inh – alpha-synuclein toxicity inhibition in yeast; hit rate 0.14% among 370,000; Potency, µM (highest dose often 46.1 µM), inactives show at the highest dose growth rescue (activation), usual class: activators; Yeast expressing alpha-synuclein, growth rescue, BacTiter-Glo, 24 h; also: potency is read from the fitted curve at half-maximal effect; % of control where 0% means no effect; nearly all actives have a fitted effect of over 65% in size
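Galactose-induced alpha-syn yeast (OD600=0.02, raffinose-pregrown) + pinned cpd, 24 hr, 30 deg C; growth by BacTiter-Glo luminescence. Growth restoration scores as activation.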
PTHR1 agonist – activates the human parathyroid hormone receptor PTHR1; Q03431; HEK293 GP2 PTHR1 cells, GloSensor cAMP luminescence, 1 h; Potency, µM (top dose mostly 115 µM), for inactives: at the highest dose activation, actives largely listed as activators; hit rate 0.075% among 410,000; AID 743266; also: potency is read from the fitted curve at half-maximal effect; nearly all actives have a fitted effect of over 55% in size; some results filed as inactive show a strong effect at the top dose; inactives centre near -15; many of its hits are not listed in these tables
Target sequence (Q03431 whole entry, looked up): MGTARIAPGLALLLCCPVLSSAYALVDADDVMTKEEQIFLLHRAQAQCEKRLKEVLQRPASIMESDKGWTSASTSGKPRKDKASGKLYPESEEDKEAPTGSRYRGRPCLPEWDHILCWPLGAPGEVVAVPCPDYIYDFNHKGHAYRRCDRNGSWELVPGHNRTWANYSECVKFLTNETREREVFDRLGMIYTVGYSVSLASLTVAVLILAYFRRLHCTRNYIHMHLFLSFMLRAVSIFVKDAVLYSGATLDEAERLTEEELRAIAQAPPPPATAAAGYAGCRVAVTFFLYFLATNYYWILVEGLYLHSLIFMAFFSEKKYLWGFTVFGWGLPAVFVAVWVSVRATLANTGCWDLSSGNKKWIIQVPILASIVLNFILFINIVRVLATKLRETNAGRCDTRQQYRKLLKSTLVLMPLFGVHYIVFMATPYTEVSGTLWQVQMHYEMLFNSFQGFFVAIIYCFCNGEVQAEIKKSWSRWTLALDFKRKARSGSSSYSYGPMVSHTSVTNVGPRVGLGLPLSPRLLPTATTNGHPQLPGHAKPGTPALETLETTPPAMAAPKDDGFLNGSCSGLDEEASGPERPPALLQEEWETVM
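HEK-293-derived GP2 cells expressing PTHR1 and a GloSensor cAMP reporter, 3,000/well, plated overnight, given luciferin plus IBMX (each 0.5 mM as added) for 1 h at 37 °C, then compound for 1 h at 37 °C. Luminescence was read after 15 min at room temperature.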
Abeta yeast res – A-beta toxicity reversal in yeast. AID 1347071. Potency, µM (top dose mostly 46.1 µM), for the others: at the highest dose growth rescue, most hits filed as activators. hit rate 0.063% among 410,000. yeast expressing A-beta42, growth rescue, OD600, 48 h; response scale: 0% DMSO, 100% iron-clioquinol control; also: potency is read from the fitted curve at half-maximal effect; nearly all actives have a fitted effect of over 55% in size
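Yeast A-beta toxicity model in growth medium with pinned compounds, 48 h at 30 C; growth read as absorbance at 600 nm. Normalized to FeCl3/clioquinol equimolar mix (positive) and DMSO (negative).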
The depositor's hits bear a star; i = inactive; ? = inconclusive; / = not tested or not shown; [ ] = another dose, or the depositor's remark. Unless noted, calls follow the shape of the dose curve; as a rule, active = well fitted curve in the direction sought with a large enough effect; inconclusive = small, poorly fitted or top-dose-only effect, or another doubt; inactive = no such curve, though single readings can be large; an effect the other way counts as inactive or inconclusive.

SMILES	TDP-43 yeast inh	FUS suppressor	Mm-Cpn inhibitor	GLP1R inv ag	pAkt inh	HEK293 tox	aSyn yeast inh	PTHR1 agonist	Abeta yeast res
CCCc1c(C(=O)N/N=C/c2ccncc2)nnn1-c1nonc1N	8%	-33%	?	15%	i	3%	2%	i	6%
CCCc1ccc(OCc2ccc(C(=O)OC)o2)c(OC)c1	5%	14%	-1%	0%	i	4%	-9%	-20%	11%
CC(=O)Nc1ccc2nc(-c3cccs3)[nH]c2c1	9%	26%	-4%	70%[activator]	i	-1%	-4%	i	0%
Cc1ccc(C)c(OC(=O)CSc2nnc(-c3cccs3)o2)c1	26%	-8%	/	9%	/	3%	/	-4%	14%
COc1ccc(C(C(=O)Nc2ccc(F)cc2)N2CCN(C(=O)c3ccco3)CC2)cc1 (configuration not stated)	-23%	35%	/	3%	i	-9%	-2%	-21%	-12%
CCOC(=O)CSCC(=O)N1N=C(c2cccs2)CC1c1ccc(F)cc1 (configuration not stated)	6%	/	2%	?	i	-25%	9%	-84%[inhibitor]	5%
CC(=O)Nc1ccc(N=Cc2c(O)c3ccccc3oc2=O)cc1	-1%	-13%	-1%	3%	i	12%	0%	i	-14%
CCCCN(C(=O)CSc1nnc(Nc2ccc(C)c(C)c2)s1)c1c(N)n(Cc2ccccc2)c(=O)[nH]c1=O	-34%[inhibitor]	/	-2%	0%	i	-4%	-4%	-23%	-11%
CCOc1ccc(Cc2nn[nH]n2)cc1	-12%	-14%	-3%	1%	i	2%	0%	i	9%
CC1CCN(c2nc3nonc3nc2N2CCC(C)CC2)CC1	-9%	14%	1%	-8%	i	2%	1%	i	-5%
C[C@H](CO)N1C[C@H](C)[C@H](CN(C)S(C)(=O)=O)Oc2c(cccc2N(C)C)C1=O	10%	-23%	0%	-3%	i	-12%	-9%	i	-7%
O=C(C1CCOCC1)N1CCC(CO)(CCc2ccccc2)CC1	-6%	1%	0%	-17%	i	-3%	-6%	-7%	-12%
Cc1cc(NC(=O)NC(=O)c2cccc(OC(F)(F)C(F)F)c2)n[nH]1	-9%	6%	2%	23%	i	-16%	-4%	i	-17%
Cc1ccc2c(c1)CCCN2C(=O)c1c(C)noc1C	-5%	-3%	-17%	0%	i	13%	3%	17%[57.5 µM]	?
N#Cc1c(N)nc2c(c1-c1cccc(O)c1)CCCCCC2	6%	4%	-1%	?	i	-17%	2%	i	29%
CCOC(=O)C1(C)CCCN(C(=O)c2ccc(F)c(Cl)c2)C1 (configuration not stated)	4%	4%	/	11%	i	22%	-4%	-3%	-4%
O=C(c1nc2nc(-c3ccccc3)cc(C(F)(F)F)n2n1)N1CCCCC1	-11%	20%	2%	6%	i	-6%	6%	i	-8%
Cc1nn(C(C)(C)C)c(OC(=O)c2ccc3c(c2)OCO3)c1Sc1ccccc1	13%	20%	-2%	4.5µM*	i	-5%	9%	-1%	27%
CC(=O)N1CCc2ccc(S(=O)(=O)Nc3ccccc3Cl)cc21	6%	3%	1%	-2%	i	0%	10%	-31%[inhibitor]	4%
CC(=O)OC1CCC2(C)C(CCC3C2CC(=NO)C2(C)C(C(C)OC(C)=O)CCC32)C1 (configuration not stated)	0%	/	/	0%	i	-9%	5%	i	2%
CCC(C)(C)NC(=S)Nc1ccccc1C	0%	-26%	-1%	-29%	i	-27%	-12%	i	13µM*
CS(=O)(=O)c1sc(C(=O)NC(=O)Nc2cccc(C(F)(F)F)c2)c2c1C=CCC2	-8%	-12%	-6%	3%	i	0%	-11%	7%	-95%[inhibitor]
CCOC(=O)c1cccc(NC(=O)c2ccc3snnc3c2)c1	-6%	33%	/	-9%	/	-7%	-6%	-87%[inhibitor]	-10%
CN(C)CCNC(=O)COc1cccc2c1OC(C)(C)C2	1%	9%	-2%	5%	i	22%	-1%	-17%	3%
S=c1[nH]cc2cnccn12	5%	-18%	/	16%	i	1%	14%	i	-6%
CCOc1ccc(C(=O)N(C)C2CCS(=O)(=O)C2)cc1 (configuration not stated)	-8%	-2%	1%	-2%	i	-3%	6%	-7%[57.5 µM]	0%
C=CCC1(CC=C)CCCN1C(=O)C1CCC(=O)N(Cc2ccc(Cl)cc2)C1 (configuration not stated)	20%	10%	/	?	i	0%	0%	-13%	6%
COCCNC(=O)COC(=O)c1cccnc1SC	12%	-2%	-26%	17%	i	-5%	3%	i	5%
Cc1c(C(=O)N2CCCCCC2)c(S(=O)(=O)N(Cc2ccccc2)C(C)(C)C)c(C)n1C	16%	40%	/	-16%	/	-7%	/	-7%	-12%
CCOC(=O)c1c(NC(=S)NC(=O)c2ccc(Cn3cc(Cl)cn3)o2)sc2c1CCCCC2	-2%	7%	-2%	-19%	i	-6%	-10%	i	16%
CCc1nnc(NC(=O)CSc2nnc(CNc3ccc(Cl)cc3)o2)s1	7%	5%	0%	0%	i	5%	3%	-19%	-3%
COCCNCC#CCOc1ccc(OC)cc1	-10%	-1%	-1%	9%	i	3%	0%	i	14%
CCN(CC(=O)Nc1c(F)cccc1F)C(=O)CN1C(=O)c2ccccc2C1=O	23%	2%	-5%	-14%	i	14%	-1%	i	-17%
c1ccc(CN(Cc2ccccc2)c2c3c(nc4ncnn24)CCC3)cc1	?	-12%	2%	-20%	i	4%	-8%	i	0%
COc1cc(CN(C(=O)Nc2cccc(Cl)c2)c2ccccn2)cc(OC)c1OC	20%	3%	/	17%	/	5%	/	-30%	-1%
CC1(c2ccc(Cl)cc2Cl)OCC(Cn2ccnc2)O1 (configuration not stated)	6%	-12%	0%	?	i	-27%	0%	-40%[inhibitor]	0%
CN(C)c1ccc(NC(=O)/C=C/c2c(Cl)cccc2Cl)cc1	9%	6%	-3%	-18%	i	?	0%	i	4%
COC(=O)CSC(=S)N1C(C)CCCC1C (configuration not stated)	?	-43%	0%	-4%	i	-3%	12%	17%	?
O=C1CC(c2ccc(O)c(O)c2)Oc2cc(O)cc(O)c21 (configuration not stated)	8%	-2%	-1%	12%	i	-23%	1%	-6%	-3%
Nc1nnc(-c2cccc([N+](=O)[O-])c2)s1	23%[9.22 µM]	-13%	1%	9%[7.66 µM]	i	-3%[7.66 µM]	2%	i	-7%
CCOC(=O)C1=CCN(S(=O)(=O)c2ccc(C)cc2)C1c1cccc2ccccc12 (configuration not stated)	?	30%	/	?	i	5%	9%	i	1%
CC(=O)Nc1ccc(NS(=O)(=O)c2ccc(C)cc2)cc1[N+](=O)[O-]	4%	-5%	0%	-3%	i	0%	7%	i	0%
CCN=C1SC(CC(=O)NCCc2ccc(OC)c(OC)c2)C(=O)N1CC (configuration not stated)	-3%	1%	2%	9%	i	1%	7%	i	-9%
O=C(Nc1ccccc1N1CCCC1)c1cc(S(=O)(=O)N2CCOCC2)ccc1Cl	23%	18%	-2%	?	i	-2%	0%	-4%	16%
Cc1cc(Nc2ccc(Cl)cc2)nc(N)n1	27%	9%	-1%	29%	i	-4%	-15%	i	22%
CC(=O)OCC(=O)[C@@]1(O)CC[C@H]2[C@@H]3C[C@H](C)C4=CC(=O)C=C[C@]4(C)[C@H]3[C@@H](O)C[C@@]21C	21%	7%	2%	-18%	i	11%	4%	i	0%
COc1ccccc1N1CCN(C/C(C)=C/c2ccccc2)CC1	-18%	22%	-1%	-40%	i	-11%	-3%	i	3%
O=C(COc1ccc2ccccc2c1Br)Nc1cccnc1	?	20%	-8%	41%[activator]	i	15%	0%	-7%	-29%

Arranged by count of non-hydrogen atoms (rising): part of the list above.
SMILES	TDP-43 yeast inh	FUS suppressor	Mm-Cpn inhibitor	GLP1R inv ag	pAkt inh	HEK293 tox	aSyn yeast inh	PTHR1 agonist	Abeta yeast res
COC(=O)CSC(=S)N1C(C)CCCC1C (configuration not stated)	?	-43%	0%	-4%	i	-3%	12%	17%	?
COc1ccccc1N1CCN(C/C(C)=C/c2ccccc2)CC1	-18%	22%	-1%	-40%	i	-11%	-3%	i	3%
CCN=C1SC(CC(=O)NCCc2ccc(OC)c(OC)c2)C(=O)N1CC (configuration not stated)	-3%	1%	2%	9%	i	1%	7%	i	-9%

Single records, as listed above. Values in the order: TDP-43 yeast inh, FUS suppressor, Mm-Cpn inhibitor, GLP1R inv ag, pAkt inh, HEK293 tox, aSyn yeast inh, PTHR1 agonist, Abeta yeast res
Shown for `CCN=C1SC(CC(=O)NCCc2ccc(OC)c(OC)c2)C(=O)N1CC` (configuration not stated) → -3%, 1%, 2%, 9%, i, 1%, 7%, i, -9%
Shown for `CC(=O)Nc1ccc(NS(=O)(=O)c2ccc(C)cc2)cc1[N+](=O)[O-]` → 4%, -5%, 0%, -3%, i, 0%, 7%, i, 0%
Shown for `CN(C)c1ccc(NC(=O)/C=C/c2c(Cl)cccc2Cl)cc1` → 9%, 6%, -3%, -18%, i, ?, 0%, i, 4%
Shown for `COC(=O)CSC(=S)N1C(C)CCCC1C` (configuration not stated) → ?, -43%, 0%, -4%, i, -3%, 12%, 17%, ?
Shown for `O=C1CC(c2ccc(O)c(O)c2)Oc2cc(O)cc(O)c21` (configuration not stated) → 8%, -2%, -1%, 12%, i, -23%, 1%, -6%, -3%

This is a subset; count on the stated rates, not on these rows.
